Compound activity: PubChem BioAssay, several laboratories
Rab2A wt mod: changes GTP binding to wildtype dog Rab2A, up or down; GST-Rab2 wt beads, Bodipy-GTP binding, flow cytometry; GTP binding activity, % at 10 µM; actives 0.19% (n = 190,000); AID 760;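 active = GTP binding activity at least 20 points away from 100%, either lowered or raised; inconclusive = signal likely due to the compound's own green fluorescence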;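 note: 0% = beads with excess unlabeled GTP and 100% = no-compound control corrected for plate trend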
Mcl1-Bid inh: Mcl-1/Bid interaction inhibition. Q07820. TR-FRET Mcl-1/Bid-Dy647 peptide binding, 1536-well. inhibition, % at 21.7 µM. actives 0.97% (n = 220,000). AID 1021;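 active = compounds that cut the binding signal by more than half at the single screening dose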;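 note: His-tagged Mcl-1 with europium anti-His antibody binding Bid BH3 peptide; 0% = Mcl-1 plus peptide wells and 100% = peptide-only wells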
Target sequence (Q07820 whole entry, looked up): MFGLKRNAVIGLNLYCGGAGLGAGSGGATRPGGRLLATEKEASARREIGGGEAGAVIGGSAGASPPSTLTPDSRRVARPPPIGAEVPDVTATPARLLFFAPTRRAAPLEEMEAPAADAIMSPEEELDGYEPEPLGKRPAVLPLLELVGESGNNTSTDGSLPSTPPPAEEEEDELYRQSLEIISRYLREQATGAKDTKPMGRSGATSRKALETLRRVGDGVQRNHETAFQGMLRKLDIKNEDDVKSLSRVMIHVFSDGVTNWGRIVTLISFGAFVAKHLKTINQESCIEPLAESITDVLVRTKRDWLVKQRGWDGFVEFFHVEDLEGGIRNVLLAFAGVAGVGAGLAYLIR
Rac1 wt modul: human Rac1 wildtype GTP binding, inhibitors and activators; GST-Rac1 beads, fluorescent GTP binding, flow cytometry; actives lie on both sides; 0 = cold GTP competed, 100 = untreated; P63000; GTP binding activity (% of control), % at 10 µM; actives 0.27% (n = 190,000);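 active = GTP binding activity at least 20 points away from the 100% control level, either lower or higher; inconclusive = compound flagged as likely green fluorescent, judged across all proteins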
RGS8-Gao: regulators of human RGS8-Galphao interaction. response (percent of control binding), % at 10 µM. multiplexed bead flow cytometry, RGS8-Galphao binding; actives lie on both sides. actives 0.34% (n = 220,000). AID 1423. P09471; in the data active = response below about 60% or above about 140%; inactive = in between;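 note: Galphao activated as the GDP aluminium fluoride complex binding bead-coupled RGS8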
Target sequence (P09471 whole entry, looked up): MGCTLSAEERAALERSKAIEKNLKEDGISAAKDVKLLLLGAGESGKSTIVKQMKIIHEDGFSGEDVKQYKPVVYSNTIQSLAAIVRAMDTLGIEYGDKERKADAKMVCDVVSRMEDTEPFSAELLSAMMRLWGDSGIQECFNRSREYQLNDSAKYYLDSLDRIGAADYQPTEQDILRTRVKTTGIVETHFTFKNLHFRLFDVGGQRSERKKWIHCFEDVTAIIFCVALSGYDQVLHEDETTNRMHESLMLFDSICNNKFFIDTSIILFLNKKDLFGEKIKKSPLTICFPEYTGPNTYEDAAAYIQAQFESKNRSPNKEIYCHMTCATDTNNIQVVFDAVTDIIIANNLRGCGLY
Pf gametocyte: inhibitors of late stage P. falciparum gametocyte viability; P. falciparum stage V gametocytes, ATP luminescence, 24 h; inhibition, % at 10.9 µM; actives 0.065% (n = 150,000); AID 743093;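 active = inhibition above the mean plus 3 SD of compounds within the control limits, set per campaign, cut at about 38% in these data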;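 note: 0% = DMSO wells and 100% = medium only without gametocytes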
Bim-Mcl-1: disrupts Bim peptide binding to human Mcl-1 | actives 0.1% (n = 190,000) | AID 1009 | inhibition, % at 10 µM | Bead-based flow cytometry, Bim peptide-Mcl-1 binding; in the data active = inhibition above about 40%;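 note: 0% = no compound tracer wells and 100% = peptide blocker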
Rac1 act GTP bind: human Rac1 activated mutant GTP binding change | percent activity (GTP binding), % at 10 µM | P63000 | actives 0.11% (n = 190,000) | GST-Rac1 activated beads, fluorescent GTP binding, flow cytometry; actives lie on both sides; 100% means binding = to untreated wells | AID 764;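 active = GTP binding at least 20 percentage points away from the 100% baseline, in either direction, so actives lie on both sides; inconclusive = Compound likely fluorescent itself, or too few beads counted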
Mcl1 Noxa PPI: disrupts binding of human Mcl-1 to Noxa peptide. actives 1.5% (n = 220,000). inhibition, % at 21.7 µM. Q07820. TR-FRET Mcl-1/Noxa peptide binding, 2 h;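 active = compounds that cut the protein-peptide binding signal by more than 50% relative to plate controls in a single-dose test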;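 note: His-tagged Mcl-1 with rhodamine Noxa BH3 peptide and terbium anti-His antibody; 0% = Mcl-1 plus Noxa peptide wells and 100% = peptide-only wells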
Cdc42 wt: changes GTP binding to wildtype human Cdc42; P60953; GST-Cdc42 beads, Bodipy-GTP binding, flow cytometry; actives lie on both sides; percent activity (GTP binding), % at 10 µM; actives 0.2% (n = 190,000);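 active = percent activity GTP binding at least 20 points away from the 100% baseline, either down as inhibitor or up as activator; inconclusive = compound flagged as likely green fluorescent from well-wide comparison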;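 note: median bead fluorescence of bound Bodipy-FL-GTP at 100 nM; 0% = excess unlabeled GTP control and 100% = no compound control; below 100% means less GTP binding so inhibitor and above means activator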
HRas wt GTP: human HRas wildtype GTP binding, change in either direction | GST-Ras wt beads, Bodipy-FL-GTP binding, flow cytometry; actives lie on both sides | GTP binding activity, % at 10 µM | P01112 | AID 759 | actives 0.14% (n = 190,000);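 active = GTP binding activity at least 20% away from the 100% baseline, either lowered as inhibitor or raised as activator; inconclusive = flagged as likely green fluorescent, judged across all proteins in the well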;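 note: 0% = unlabeled GTP competition control and 100% = no-compound control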
Target sequence (P01112 whole entry, looked up): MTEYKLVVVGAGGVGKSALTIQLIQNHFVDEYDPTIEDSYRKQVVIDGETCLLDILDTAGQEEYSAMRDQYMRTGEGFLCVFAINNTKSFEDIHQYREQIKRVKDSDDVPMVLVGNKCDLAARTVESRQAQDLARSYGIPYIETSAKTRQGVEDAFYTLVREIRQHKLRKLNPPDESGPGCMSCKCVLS
Rab7 wt GTP bind: alters GTP binding to wildtype dog Rab7; GST-Rab7 beads, fluorescent GTP binding, flow cytometry; actives lie on both sides; untreated = 100%, excess cold GTP = 0%; GTP binding activity (percent of control), % at 10 µM; actives 0.055% (n = 190,000); AID 758;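 active = fluorescent GTP binding to Rab7 beads changed by at least 20 points from the 100% baseline, either direction, mostly lower; inconclusive = compound itself probably fluorescent, or too few beads counted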;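 note: median green fluorescence of bound Bodipy-FL-GTP per Rab7 bead population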
* hit, by the source's call; ? = inconclusive; . = no result given.

SMILES	Rab2A wt mod	Mcl1-Bid inh	Rac1 wt modul	RGS8-Gao	Pf gametocyte	Bim-Mcl-1	Rac1 act GTP bind	Mcl1 Noxa PPI	Cdc42 wt	HRas wt GTP	Rab7 wt GTP bind
COc1ccc(CCNC(=O)c2ccc(N3CCCC3=O)cc2)cc1OC	93	-22	93	103	.	0	94	.	95	94	93
CCOc1cc(S(=O)(=O)n2cnc(C)c2)ccc1Cl	95	-3	97	101	-23	2	96	2	97	94	96
COc1ccccc1NC(=O)CCc1nc2ccccc2s1	96	-20	98	101	0	-3	96	7	93	99	90
CC1(C)CC(=O)C(C=NCCCn2ccnc2)=C(O)C1	97	-4	96	100	12	1	96	2	99	98	98
CCn1c(=O)c2cc(C(=O)N3CCCC3)sc2c2ccccc21	95	6	94	112	.	-4	93	13	94	94	94
C/C(=N/NC(=O)C1COc2ccccc2O1)c1ccco1 (stereo unspecified)	97	-5	101	102	20	0	98	19	100	99	96
Cc1ccc(C)c2[nH]c(=O)c(CN(CC3CCCO3)C(=O)NC3CCCCC3)cc12 (stereo unspecified)	100	26	107	101	-14	-2	102	-3	101	102	100
Cc1ccc(N=C2c3ccccc3C(=O)C2[N+](=O)[O-])cc1C (stereo unspecified)	94	-17	95	89	13	0	91	-5	94	94	98
NC(=S)n1[nH]c(-c2ccc([N+](=O)[O-])cc2)c(N=Nc2ccc(O)cc2)c1=O	96	65*	101	98	.	-1	97	73*	103	99	95
O=C(COC(=O)c1cncc(Br)c1)NC1CC1	101	2	102	102	.	0	101	4	103	102	98
CC1CCc2c(sc(/N=C/N(C)C)c2C#N)C1 (stereo unspecified)	100	-42	101	100	-44	1	98	13	99	99	96
O=C(CCl)NC(=O)NC12CC3CC(CC(C3)C1)C2	98	-6	106	104	-7	-2	102	5	100	102	103
Cc1ccccc1NC(=O)CN1C(=O)NC(C)(c2ccc3c(c2)OCO3)C1=O (stereo unspecified)	100	-29	106	102	.	-4	100	12	100	101	99
COc1ccc(-n2ccnc2SCC(=O)NCc2ccc(F)cc2)c(OC)c1	94	-1	102	102	-10	2	99	7	100	98	95
COc1ccc(CCNC(=O)c2csc3c2CCCC3)cc1	95	-7	93	99	-42	-4	92	5	96	94	101
CCC(C(=O)NC1CCCC1)N(C(=O)c1snc(C(N)=O)c1N)c1ccc2c(c1)OCCO2 (stereo unspecified)	99	-25	106	107	.	-7	98	-68	103	100	96
COc1cc2c(=O)nc3n(c2cc1OC)C(c1ccccc1)N=C(N)N3 (stereo unspecified)	93	-1	98	96	.	3	98	1	95	93	95
CCCCn1c(=O)c(CCC(=O)OCC(=O)NC(=O)NCCOC)nc2ccccc21	97	30	97	101	-6	-1	96	-30	100	96	93
Cc1ccc(C)c(NS(=O)(=O)c2cc(C(=O)NCc3ccccn3)ccc2Cl)c1	99	-16	100	106	.	-7	97	2	95	95	98
Cc1cc(C(=O)NCCc2ccccc2)ccc1[N+](=O)[O-]	93	-1	95	93	.	1	95	-4	97	88	88
Cc1scc(C(=O)NNC(=S)NCC2CCCO2)c1C (stereo unspecified)	97	-94	100	101	.	0	98	-4	102	100	98
CCCCOC(=O)c1ccc(NC(=O)Nc2ccc(OC)c(OC)c2)cc1	102	4	105	99	.	-5	98	17	105	99	102
Cc1ccc(-c2ccc(SCC(=O)c3ccccc3)nn2)cc1	93	-21	96	99	11	-6	96	17	95	95	99
CC1CN(CCC(=O)Nc2ccc3c(c2)CCC3)CC(C)O1 (stereo unspecified)	99	26	110	105	.	0	99	31	104	103	102
CC1(C)C2([N+](=O)[O-])CN3CC1([N+](=O)[O-])CN(C2)C3c1ccccc1 (stereo unspecified)	96	9	98	108	-16	-1	100	-16	100	100	95
O=C(CCn1c(=O)sc2ccccc21)NCc1ccccc1	105	-1	106	103	.	-5	103	0	105	102	103
Cc1ccc(Cl)cc1N1CCN(C(=O)CN(c2ccccc2)S(=O)(=O)N(C)C)CC1	95	-32	98	98	12	-2	94	14	94	97	101
COc1ccc(NC(=O)/C(=C\c2ccc3c(c2)OCO3)NC(C)=O)cc1	99	13	105	101	-2	-5	99	-5	104	99	99
CCOC(=O)/C=C1\SCC(=O)N1CC(=O)NCc1ccc(OC)c(OC)c1	99	-9	101	101	-19	2	97	5	101	98	99
CCOC(=O)CCc1c(C)nc(SCC(=O)O)c(C#N)c1C	?	-12	?	100	.	5	?	32	?	?	?
COCCn1c(=NC(=O)c2cc3ccccc3oc2=O)sc2cc(S(N)(=O)=O)ccc21	97	-72	103	99	23	-2	100	-38	102	97	96
COc1cccc(C=Nc2ccc(C)c(F)c2)c1O	95	-31	97	92	0	1	98	23	97	92	88
O=C(c1ccc(Cl)cc1)c1cnc(-c2ccccc2)s1	101	16	100	96	.	0	100	0	101	100	98
Cc1nc2ccc(NC(=O)c3ccc(S(=O)(=O)N(C)c4ccccc4)cc3)cc2s1	95	-27	99	102	8	-1	98	-6	96	98	99
CCOc1ccc(/C=N/N(C)c2ccccc2)cc1OC	103	-29	105	100	.	1	99	5	107	104	99
COc1ccc(/C=C(/NC(=O)c2ccccc2)C(=O)NC2CCS(=O)(=O)C2)cc1 (stereo unspecified)	106	-30	105	102	15	-4	102	-3	105	106	103
COc1ccc(CCNC(=O)C/C(C)=N/NC(=O)C23CC4CC(CC(C4)C2)C3)cc1OC	100	-37	108	103	.	-3	100	-4	103	101	101
COc1ccc(/C=C/CN2CCN(Cc3ccccc3)C(CCO)C2)cc1 (stereo unspecified)	97	-1	95	98	6	-5	96	19	96	97	97
COc1ccc(CCNC(=O)c2cnn(-c3ccc(C)c(C)c3)c2NC(=O)c2ccco2)cc1OC	100	-31	107	.	-4	0	100	-16	103	103	104
O=[N+]([O-])c1cc(C(F)(F)F)ccc1Oc1cccnc1[N+](=O)[O-]	101	-2	103	100	-3	-2	98	4	103	102	104
O=C(Nc1cccc(S(=O)(=O)C(F)F)c1)c1ccc(S(=O)(=O)N2CCOCC2)cc1	93	2	88	104	2	-4	92	.	88	91	92
CC(C)(C)c1ccc(C(=O)NCC(=O)N/N=C/c2ccccc2OCC(=O)O)cc1	96	-23	101	99	5	0	93	12	97	99	102
O=C(O)CCCCCNC(=O)c1ccccc1Br	104	-9	108	100	.	0	101	17	103	103	105
CN(C)S(=O)(=O)c1ccc(C(=O)NCc2nnc(SCC(=O)Nc3ccc(F)cc3)n2-c2ccc(F)cc2)cc1	101	-11	102	101	-15	-4	98	-6	102	102	104
COC(=O)C1=C(O)/C(=C\c2ccc(CNC(=O)C(=O)Nc3ccc(C)c(C)c3)o2)N=C1C	103	34	105	99	-2	7	100	55*	105	103	104
CCCCCn1c(CN2CCN(c3cccc(Cl)c3)CC2)nc2c1c(=O)[nH]c(=O)n2C	105	3	106	101	.	-1	102	3	102	102	101
CN(C)CCCN=Cc1c(O)n(Cc2ccc3c(c2)OCO3)c(=O)c2ccccc12	93	-15	97	104	.	-2	95	11	96	93	103
CN(C)c1ccc(/C=N/NC(=O)CCc2c[nH]c3ccccc23)cc1	94	-29	101	99	.	0	96	43	95	96	91
Cc1ccc(-c2nc(S(=O)(=O)c3ccc(F)cc3)c(SCC(=O)NCC3CCCO3)o2)cc1 (stereo unspecified)	106	5	112	99	-17	0	101	7	105	103	102
COc1ccc(/C=C/C(=O)NC(=S)NNC(=O)Cc2cccs2)cc1	98	-152	107	103	.	-2	95	-130	102	99	105
O=C(Cn1cnc2ccc(Br)cc2c1=O)c1cccs1	100	-16	103	101	.	-1	101	5	103	101	98
O=C(Cn1cnc2ccccc2c1=O)c1cccs1	103	-10	104	106	.	-2	100	8	102	102	101
c1ccc(SCc2nc3ccccc3[nH]2)cc1	100	-9	105	97	.	-2	97	3	96	100	96
O=C(NC1CCCc2ccccc21)c1cccnc1 (stereo unspecified)	103	-16	111	101	0	1	101	8	105	104	108
S=C(NCc1ccncc1)Nc1ccc(Cl)cc1	102	-42	106	100	10	-3	99	-1	104	103	105
CC(OC(=O)CNS(=O)(=O)/C=C/c1ccccc1)C(=O)Nc1ccc(S(=O)(=O)N2CCCC2)cc1 (stereo unspecified)	99	-8	100	109	.	-7	100	14	101	103	99
COc1ccc(/C=C/C(=O)NC(C)(C)C)cc1S(=O)(=O)N1CCOCC1	101	10	102	101	.	0	100	-9	103	100	101
CCN(CC)CCNCc1cc(Cl)ccc1OCc1ccccc1F	92	10	97	103	.	-5	98	27	97	93	95
COc1ccc(-c2cnnn2-c2ccc(NC(=O)/C=C/c3ccc(OC)c(OC)c3)cc2)cc1	98	-30	100	95	-13	-5	97	28	96	96	102
O=C(CSc1ccccc1)Nc1nc2ccccc2[nH]1	99	-6	100	104	.	-2	97	8	99	96	97
Continued:
SMILES	Rab2A wt mod	Mcl1-Bid inh	Rac1 wt modul	RGS8-Gao	Pf gametocyte	Bim-Mcl-1	Rac1 act GTP bind	Mcl1 Noxa PPI	Cdc42 wt	HRas wt GTP	Rab7 wt GTP bind
COc1cc2c(cc1OC)C(c1ccccc1O)N(C1CC(=O)N(c3ccccc3)C1=O)CC2 (stereo unspecified)	100	-6	105	84	14	1	102	5	103	101	98
COc1cccc(C2CC(c3cccs3)=NN2C(=O)CSc2nc3ccccc3o2)c1OC (stereo unspecified)	?	12	?	98	.	-3	?	-15	?	?	?
N#CCC(=O)N/N=C/c1ccc(OS(=O)(=O)c2ccccc2)cc1	96	-6	97	99	10	0	94	3	97	95	92
Cc1cc2c(=O)n(Cc3ccco3)c(SCC(=O)NCc3ccco3)nc2s1	98	-28	98	97	.	0	96	26	99	99	103
CC1Cc2ccccc2N1C(=O)C1CCCN(S(=O)(=O)c2cccc3cccnc23)C1 (stereo unspecified)	102	-30	105	102	.	0	101	-6	105	103	98
Cc1nnc(SCC(=O)Nc2ncc(S(=O)(=O)c3ccc([N+](=O)[O-])cc3)s2)s1	98	-13	99	102	.	-7	97	21	99	100	100
COc1ccc2c(c1)C1=NN(/C(C)=C\C(C)=O)C(c3ccccc3)C1CC2 (stereo unspecified)	100	-6	103	98	.	2	98	27	100	101	99
COC(=O)c1[nH]c2ccc(Br)cc2c1NC(=O)CN1CCCCC1CCO (stereo unspecified)	103	-49	100	102	-2	-3	100	-2	102	102	97
Cc1ccc(NC(=O)CN2CCC(C(=O)c3ccc(F)cc3)CC2)cc1	99	-8	99	99	20	-2	97	-6	100	98	97
